Screens (PubChem BioAssay)
NTR1 agonist: NTR1-driven beta-arrestin-GFP spot formation – imaging, U2OS cells, high content, primary screen (AID 493036). P30989. agonist mode. activation, % at 20 µM. hit rate 0.17% among 330,000;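 active = activation at or above 40% of the spot to cytoplasm intensity ratio, with at least 20 cells analyzed; inconclusive = wells under 20 cells, flagged as cytotoxic or low count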;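 note: 0% = DMSO without peptide and 100% = 100 nM NTR1 peptide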
Target sequence (P30989 whole entry, looked up): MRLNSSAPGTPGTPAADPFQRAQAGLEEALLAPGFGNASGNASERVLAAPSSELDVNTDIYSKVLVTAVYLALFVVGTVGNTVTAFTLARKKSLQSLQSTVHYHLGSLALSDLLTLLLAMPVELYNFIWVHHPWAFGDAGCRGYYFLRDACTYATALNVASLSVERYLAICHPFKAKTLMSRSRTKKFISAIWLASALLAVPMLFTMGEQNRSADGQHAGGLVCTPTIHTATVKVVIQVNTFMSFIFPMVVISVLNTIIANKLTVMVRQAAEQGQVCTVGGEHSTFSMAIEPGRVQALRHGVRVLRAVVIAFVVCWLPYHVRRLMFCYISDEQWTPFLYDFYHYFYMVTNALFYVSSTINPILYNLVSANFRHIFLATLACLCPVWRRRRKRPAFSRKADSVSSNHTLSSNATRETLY
Dengue-2 NS5 capping: Dengue-2 NS5 methyltransferase inhibitors, primary screen, biochemical, confirmation dose response (AID 588689); Dengue-2 NS5 methyltransferase capping enzyme assay, biochemical; higher % means a stronger effect; one-dose inhibition, % at 25 µM; IC50 in µM for titrated hits; hit rate 0.3% among 340,000; in the data active = a potency from the dose series; inconclusive = inhibition above about 29% without an active follow-up result
GPR35 antagonists: inhibition of zaprinast-stimulated GPR35 beta-arrestin translocation – imaging, U2OS, beta-arrestin-GFP, zaprinast agonist, primary screen (AID 2058); U2OS GPR35 beta-arrestin-GFP translocation imaging, zaprinast antagonism; higher % means a stronger effect; inhibition, % at 10 µM, or IC50 in µM where a hit was titrated; hit rate 0.052% among 290,000;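 active = inhibition of at least 50% with at least 30 cells and total cytoplasm GFP at most 10,000,000; inconclusive = under 30 cells or total GFP of 10,000,000 plus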
Siah-1 displacement: blockers of Siah-1 interaction with plectin peptide – biochemical, fluorescence polarization, rhodamine-plectin, uHTS, primary screen (AID 1817) | Siah-1 / rhodamine-plectin peptide fluorescence polarization; higher % means a stronger effect | one-dose displacement, % at 20 µM; IC50 in µM for titrated hits | hit rate 0.02% among 290,000;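 active = displacement of at least 50% at 20 µM, with a fluorescence ratio check between 0.3 and a set limit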;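 note: plate controls were Siah plus tracer with DMSO for no effect and tracer alone without Siah for full effect; strong numbers were not always called active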
GPR55 antagonists: GPR55 antagonists blocking LPI-driven arrestin recruitment, primary screen, imaging, U2OS, beta-arrestin-GFP, LPI agonist (AID 2013). U2OS GPR55 beta-arrestin-GFP translocation imaging, LPI antagonism; higher % means a stronger effect. inhibition, % at 10 µM; hits with a dose series show IC50 in µM. hit rate 0.13% among 290,000;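 active = spots per cell inhibited over 60%, with over 100 cells counted and total cytoplasm intensity under 500,000; inconclusive = wells with under 100 cells, flagged as likely toxic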;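 note: U2OS cells stably carrying GPR55 and arrestin-GFP stimulated by 5 µM LPI near EC80; imaged beta-arrestin-GFP aggregate spots per cell after agonist stimulation; plate controls were LPI-stimulated DMSO wells for no effect and DMSO wells without LPI for full effect; some results filed as inactive read as strong as hits; confirmed hits need IC50 under 10 µM and bright autofluorescent wells are also inconclusive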
GPR55 beta-arrestin: GPR55 agonists via beta-arrestin recruitment, primary screen, imaging, U2OS cells, beta-arrestin-GFP redistribution (AID 1961); activation, % at 10 µM; hits with a dose series show EC50 in µM; U2OS GPR55 beta-arrestin-GFP redistribution imaging; higher % means a stronger effect; hit rate 0.048% among 290,000;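 active = activation above 40% with more than 50 cells counted in the well; inconclusive = wells holding fewer than 50 cells, flagged as toxic or sparse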;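 note: U2OS osteosarcoma cells stably expressing GPR55 and beta-arrestin-GFP; plate controls were DMSO negative control for no effect and LPI positive control for full effect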
AID2073: disruptors of CaV2.2 binding to Mint1 – biochemical, HTRF (AID 2073) | inhibition, % at 20 µM; hits with a dose series show IC50 in µM | hit rate 0.19% among 290,000 | HTRF protein-protein interaction, Mint1-CaV2.2; higher % means a stronger effect; in the data active = inhibition mostly above about 51%, no sharp cut-off; inconclusive = no clear call, values can overlap the other calls; inactive = mostly below about 53%; note: some results filed as inactive read as strong as hits
UTI89 phage lysis: protection from phage-mediated lysis, alamar blue read-out – E. coli UTI89, K1F phage, bacterial capsule biogenesis inhibitors (AID 488966); E. coli UTI89 K1F phage lysis, alamar blue, 2 h; higher % means a stronger effect; one-dose inhibition, % at 100 µM; IC50 in µM for titrated hits; hit rate 0.02% among 340,000;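 active = phage lysis inhibition, versus mean bacterial control, above a set limit; inconclusive = no clear call, values can overlap the other calls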;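 note: capsule biogenesis inhibitors block K1F phage lysis so surviving cells raise fluorescence; higher fluorescence means more inhibition of phage lysis; actives were called in the ten point dose series up to 300 µM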
HIV peptide binding: cell-free HIV fusion peptide-binding blockers – biochemical, uHTS, fluorescence dequenching, primary screen (AID 1986); cell-free peptide binding, fluorescence dequenching, 30 min; higher % means a stronger effect; one-dose inhibition, % at 20 µM; IC50 in µM for titrated hits; hit rate 0.3% among 290,000; in the data active = inhibition mostly above about 52%, no sharp cut-off; inactive = mostly below about 76%; note: some results filed as inactive read as strong as hits
NTR1 agonist cell count 20 µM: second read-out of NTR1 agonist, no call of its own (marks repeat the call); cell count; measured here: cell count, cytotoxicity flag
Dengue-2 NS5 capping pilot replicate: also measured in Dengue-2 NS5 capping; calls as there; inhibition, %; measured here: pilot screen replicate inhibition
Numbers without * were called inactive; ? = inconclusive; / = not tested or not shown; [ ] = remark or other dose.

SMILES | NTR1 agonist | NTR1 agonist cell count 20 µM | Dengue-2 NS5 capping | GPR35 antagonists | Siah-1 displacement | GPR55 antagonists | GPR55 beta-arrestin | AID2073 | UTI89 phage lysis | HIV peptide binding | others
CCOC(=O)C1CCN(C(=O)CCc2nnc3ccc(N4CCN(C)CC4)nn23)CC1 | -1.1 | 38 | -2% | 6% | -1% | -2% | 0.7% | 12% | -0.4% | -1.1%
CCOc1cc(/C=N/NC(=O)c2ccncc2)ccc1OC(=O)c1ccc([N+](=O)[O-])cc1 | 1.8 | 52 | -6% | 14% | -1% | / | 0.0% | 6% | 2.7% | 0.0%
C=CCn1c(=O)/c(=C\c2ccsc2)s/c1=C(/C#N)C(=O)NCCN1CCOCC1 | 3.8 | 44 | ? | -6% | 0% | 7% | -0.3% | 1% | 0.1% | 2.4%
CCOC(=O)N1CCN(C(=O)CS(=O)(=O)Cc2nc(-c3ccccc3C)oc2C)CC1 | 2.2 | 64 | 1% | -18% | -6% | 0% | 0.0% | 13% | 1.1% | 2.8%
COc1ccc2cc(S(=O)(=O)NCCCN3CCOCC3)ccc2c1 | -1.7 | 74 | 1% | 23% | 0% | 1% | -0.1% | -2% | 0.2% | 0.8%
CCn1c(CSc2nc3ccccc3s2)n[nH]c1=S | 0.9 | 68 | -7% | 9% | -5% | -3% | / | -2% | 0.3% | -1.1%
NC(=O)C1CCN(C(=O)COc2ccc3ccc(=O)oc3c2)CC1 | 1.8 | 89 | -7% | 13% | -1% | -1% | -0.1% | -4% | -3.9% | -0.5%
COc1ccc(CNCC(O)(c2ccccc2)c2ccccc2)cc1 | 5.4 | 60 | -6% | 18% | 15% | 32% | 0.0% | 15% | -0.5% | 1.1%
CCN1CCN(c2ccc(NC(=O)c3ccc(C#N)cc3F)cc2Cl)CC1 | -1.7 | 44 | -3% | -5% | -5% | 10% | 0.1% | -2% | 0.6% | -0.1%
CC(NC(=O)c1ccc(N)cc1)c1ccccc1 (configuration not stated) | 0.2 | 53 | -9% | -10% | 2% | 1% | -0.1% | 8% | 0.3% | 1.6%
Cc1ccc(-c2csc3nc(CN(C)Cc4ccccc4)[nH]c(=O)c23)cc1 | 4.6 | 23 | -4% | 4% | -3% | 16% | 0.1% | 25% | 0.0% | 11%
CCN(CC)S(=O)(=O)c1cccc(C(=O)Oc2cccc(NC(=O)c3cccs3)c2)c1 | 5.3 | 52 | 0% | -10% | 3% | 13% | 0.0% | 18% | 0.1% | 0.2%
COC(=O)c1ccc(N2CCCCC2)c(NS(=O)(=O)c2ccc(C)cc2)c1 | 8.6 | 48 | -3% | 2% | 0% | -2% | 0.0% | 3% | 0.3% | -2.7%
CCCC(=O)O/N=C(\c1ccccc1)c1ccncc1 | 0.4 | 52 | -13% | 0% | 2% | 5% | -0.1% | 7% | 0.0% | -1.2%
Cc1cc2c(C)nc(N/N=C/c3ccccc3)nc2o1 | -2.2 | 75 | -5% | -8% | 3% | 5% | 0.2% | 1% | 2.0%[50 µM] | 1.5%
O=C1NC2(CCCCCC2)C(=O)N1Cc1c(F)cccc1Cl | -0.3 | 78 | -6% | 2% | 0% | -12% | -0.1% | -8% | 0.0% | -0.5%
COc1ccccc1CNC(=O)CCNS(=O)(=O)c1cccc2nonc12 | 0.0 | 54 | -2% | -2% | 1% | 14% | -0.2% | 5% | 0.0% | -1.0%
Cc1cc(C)n(S(=O)(=O)c2ccc(Cl)cc2)n1 | 0.0 | 67 | -11% | 10% | 3% | 4% | -0.1% | 14% | 0.2% | -1.5%
C=CCn1c(-c2cccs2)nc2ccccc21 | -0.4 | 47 | 3% | 0% | -1% | -1% | -0.1% | 15% | 1.1% | 2.1%
COc1ccc(C2C(C(=O)OC(C)C)=C(C)N=c3s/c(=C\c4cccs4)c(=O)n32)cc1 (configuration not stated) | -0.5 | 56 | -4% | 4% | 1% | -1% | -0.3% | 19% | 0.4% | 5.1%
CCOCCCNC(=O)CCSc1ccc(C)cc1 | -1.8 | 78 | -5% | -11% | 9% | -11% | 0.1% | -1% | 0.1% | 1.8%
Cc1ccc(-n2c(SCC(=O)OC(C)C)nnc2-c2ccccn2)cc1 | -1.3 | 80 | -4% | 12% | 2% | 6% | 0.7% | 34% | 0.1% | 13%
O=C(Nc1ccc([N+](=O)[O-])cc1)c1nc[nH]c1C(=O)NC1CCCCC1 | 13 | 77 | 0% | / | 13% | 7% | 0.6% | -4% | 0.3% | -1.1%
CC(C)N(Cc1nc(-c2ccc3c(c2)OCO3)no1)Cc1nccn1C | 1.6 | 74 | -4% | -1% | 7% | 16% | -0.3% | 12% | 0.5% | 0.8%
COc1ccc([N+](=O)[O-])cc1NCc1ccccc1C | 2.9 | 49 | -3% | 10% | 0% | 10% | 0.5% | 17% | 0.7%[50 µM] | 1.2%
CCCn1c(=O)c2ccccc2n2c(SCC(=O)N3CCc4ccccc4C3)nnc12 | 6.2 | 61 | 1% | -3% | 4% | -5% | -0.6% | 7% | -0.4% | -1.2%
COc1ccc(-n2ncc3c(=O)n(CC(=O)NC(C)C)cnc32)cc1 | 0.8 | 67 | -6% | 8% | -1% | 2% | -0.1% | 12% | -0.8% | 3.1%
Cc1ccc(S(=O)(=O)Nc2nc(C)cc(N/N=C/c3ccc(O)cc3)n2)cc1 | 7.0 | 75 | -5% | -8% | 0% | 2% | 0.0% | 10% | -0.3% | 1.8%
Oc1ccc(-c2nc3ncccn3c2Nc2ccc3c(c2)OCCO3)cc1 | 0.4 | 56 | -4% | 9% | -6% | 6% | -0.1% | 4% | -0.3%[50 µM] | 19%
CCOC(=O)N1CCC(NC(=O)CCS(=O)(=O)c2ccc3c(c2)CCN3C(C)=O)CC1 | -0.7 | 88 | 0% | 0% | 2% | 9% | 0.3% | -8% | -1.2% | -1.8%
O=S(=O)(c1cnc(Cl)c(Br)c1)N1CCc2ccccc21 | 1.5 | 49 | -13% | 7% | 4% | 20% | -0.1% | -17% | 0.1% | -1.9%
CCOC(=O)CSc1nc(NCc2ccco2)c2ccccc2n1 | 1.5 | 78 | -3% | 5% | 4% | 9% | 0.3% | -4% | 0.7% | 0.0%
O=C(COC(=O)c1ccc(Br)o1)Nc1ccc(S(=O)(=O)N2CCCC2)cc1 | 1.3 | 72 | -1% | -8% | 3% | 5% | 0.7% | -4% | 0.1% | 0.8%
CCCCN(C)CCNC(=O)c1cc2c(-c3cccc(OC)c3)nn(C)c2s1 | 0.5 | 89 | -4% | 5% | -2% | 14% | -0.1% | ? | -0.5% | -0.6%
S=C(Nc1ccccc1)Nc1ccc2cn[nH]c2c1 | 0.1 | 79 | 6% | 2% | -12% | -7% | 0.3% | -27% | 0.1% | -0.6%
COc1cc(C(=O)O/N=C(\N)c2ccncc2)cc(OC)c1OC | -1.0 | 46 | -3% | -10% | 1% | 2% | 0.1% | 3% | 1.5% | -1.2%
FC(F)(F)c1cccc(-c2cc3ccccc3nc2N2CCCC2)c1 | 4.7 | 48 | -6% | 17% | -6% | 8% | -0.3% | 7% | 6.3% | 3.6%
COc1cccc(CN2CCN(Cc3ccccc3C(F)(F)F)CC2)c1 | -0.5 | 55 | 5% | -2% | 5% | 17% | -0.1% | 9% | -0.5% | 0.8%
O=C(CN1C(=O)NC2(CCCC2)C1=O)Nc1cccc(C(F)(F)F)c1 | -2.0 | 41 | -9% | -17% | -5% | 0% | -0.2% | -3% | 0.0% | -1.5%
Cc1ccc(C(=O)O)cc1NC(=S)NC(=O)c1ccc(COc2ccccc2)cc1 | 2.0 | 50 | 5% | 0% | 16% | 19% | 0.7% | 21% | 1.1%[50 µM] | 49%
COc1cc(CNc2ccc(N3CCCC3)cc2)cc(Cl)c1OC | 6.6 | 51 | 14% | -10% | -7% | -2% | -0.1% | 19% | 0.2% | -3.1%
COc1ccc(C(=O)CCC(=O)N2CCN(c3ccc([N+](=O)[O-])cc3)CC2)cc1 | 0.8 | 50 | -6% | 6% | 1% | -3% | -0.1% | 8% | 0.3% | -1.9%
O=C(COC(=O)c1ccc(O)cc1)Nc1ccccc1[N+](=O)[O-] | 1.5 | 37 | -6% | 8% | 15% | 7% | 1.5% | -3% | -0.3% | 0.4%
Cc1cc(C)n(-c2nnc(SCC(=O)NC3CCCC3)c3ccccc23)n1 | -0.8 | 74 | 1% | 3% | 1% | -28% | 1.6% | -1% | 0.7% | 1.1%
CCc1cccc(C)c1NC(=O)C(c1ccc(O)cc1)N1CCC1=O (configuration not stated) | -0.8 | 46 | -1% | -5% | 2% | 3% | -0.1% | -1% | 1.2% | -1.7%
CC1CCCN(C(=O)Cn2c(=O)oc3ccccc32)C1 (configuration not stated) | -0.6 | 99 | -10% | 11% | 12% | -15% | -0.3% | 14% | 0.4% | -1.5%
COC(=O)CCC(=O)NC1CC(C)(C)Cc2c1cnn2-c1ccc(F)cc1 (configuration not stated) | 0.2 | 62 | 8% | -7% | 0% | -7% | -0.1% | 7% | -2.6% | 0.3%
CCOc1ccc(NC(=O)Nc2ccc(Cc3ccncc3)cc2)cc1 | 2.2 | 76 | -1% | 2% | 0% | 14% | -0.1% | 34% | 0.4% | 0.1%
Cn1c(NCC2CCCO2)nc2c1c(=O)n(Cc1ccccc1)c(=O)n2C (configuration not stated) | 1.7 | 43 | -3% | 2% | 0% | 10% | -0.3% | 6% | 0.0% | 0.8%
CC(C)NC(=O)c1cccc(C(F)(F)F)c1 | 0.0 | 79 | 4% | 7% | 0% | -10% | 0.2% | 6% | 9.1% | 5.2%
Cc1cccc(-n2c(O)c(C=Nc3ccccc3)c3ccccc3c2=O)n1 | -0.2 | 58 | 2% | -2% | 5% | -2% | -0.2% | 19% | 1.5% | 0.1%
COc1ccc(CN2CCN(CC3CC3)CC2CCO)cc1C (configuration not stated) | -0.4 | 50 | -1% | 4% | 18% | -7% | 1.5% | -3% | 0.9% | 2.2%
Cc1ncc2c(c1OC(=O)c1ccccc1)COC(C)(C)OC2 | -0.5 | 77 | -1% | 2% | 2% | -3% | 0.2% | 1% | -0.5% | -2.3% | Dengue-2 NS5 capping pilot replicate=1.4
